# BRCA1 expr act = increases BRCA1 expression. MCF7-BRCA1-FFLuc reporter, luminescence, 48 h; response scale: scaled: vehicle 0%, 10 µM genistein 100%. Potency, µM (top dose mostly 46.1 µM), without a hit: at the highest dose activation, hits mostly activators. 380,000 compounds, 1.1% hits. AID 624202; also: potency is read from the fitted curve at half-maximal effect; nearly all actives have a fitted effect of over 80% in size; some results filed as inactive show a strong effect at the top dose
#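 MCF7-BRCA1-FFLuc cells, 2000/well in phenol-red-free MEM, attached 2 h then treated 48 h at 37 C. Luciferase luminescence read 15 min after reagent; normalized to genistein maximum activation (10microM) and DMSO, concentration-response fitted.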
# ASM inhibitor = human S-ASM enzyme inhibition | P17405 | placental ASM, HMU-PC fluorogenic substrate, 60 min | Potency, µM (series often up to 57.5 µM), for inactives: at the highest dose activity change, negative = inhibition, hits mostly inhibitors | 340,000 compounds, 0.006% hits | AID 504937; also: potency is read from the fitted curve at half-maximal effect
#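 Human placenta-derived ASM enzyme was preincubated with compound for 10 minutes at room temperature, then given fluorogenic substrate HMU-PC0 (9 uM final) for 60 minutes at 37 °C; a pH 10 stop preceded fluorescence reading at Ex 386/Em 447 nm.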
# Eya2 phos inh = Eya2 (human) phosphatase inhibition; O00167; recombinant Eya2, OMFP fluorescence dephosphorylation (OMFP is methylfluorescein phosphate); Potency, µM (top dose mostly 76.9 µM), for the others: top-dose activity, negative = inhibition, hits mostly inhibitors; 330,000 compounds, 0.006% hits; AID 488837; also: potency is read from the fitted curve at half-maximal effect; % is scaled to controls: 0 for no effect and ±100 for the full control effect
# Target sequence (O00167 whole entry, looked up): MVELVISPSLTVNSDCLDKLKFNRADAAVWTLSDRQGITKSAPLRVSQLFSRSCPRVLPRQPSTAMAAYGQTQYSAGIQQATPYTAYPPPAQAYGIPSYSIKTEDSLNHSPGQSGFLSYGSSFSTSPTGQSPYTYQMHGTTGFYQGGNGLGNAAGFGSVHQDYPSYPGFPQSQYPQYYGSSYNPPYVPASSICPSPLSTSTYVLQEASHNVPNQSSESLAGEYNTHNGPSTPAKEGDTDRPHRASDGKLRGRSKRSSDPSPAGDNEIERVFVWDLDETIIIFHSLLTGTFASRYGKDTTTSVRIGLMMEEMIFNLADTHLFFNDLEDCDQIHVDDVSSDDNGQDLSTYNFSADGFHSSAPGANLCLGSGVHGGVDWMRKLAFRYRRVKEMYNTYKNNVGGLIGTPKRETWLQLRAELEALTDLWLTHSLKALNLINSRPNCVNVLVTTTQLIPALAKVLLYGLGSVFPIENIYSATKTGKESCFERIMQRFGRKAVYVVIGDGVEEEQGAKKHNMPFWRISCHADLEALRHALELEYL
#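 Eya2 (0.2 uM) preincubated 10 min at ambient with compound, then OMFP substrate added at 50 uM; 10 min reaction in 50 mM HEPES pH 7.5, 50 mM NaCl, 5 uM MgCl2, 0.05% BSA, 1 mM DTT. Fluorescence read at Ex 485/Em 525 nm.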
# ELG1 genotox = genotoxicity induction in ELG1-luciferase HEK293T cells. Potency, µM (titrated, usually from 46 µM), inactives show at the top dose activity change, positive = activation, most hits filed as activators. HEK293T ELG1-luciferase reporter, luminescence, 16 h. AID 504466. 330,000 compounds, 1.3% hits; also: potency is read from the fitted curve at half-maximal effect; % of control where 0% means no effect; nearly all actives have a fitted effect of over 60% in size
#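 Luminescence read-out: rising ELG1-luciferase signal, reflecting elevated ELG1 protein under genetic stress, flags genotoxic compounds. Cells were treated for 16 hr at 37 °C before ONE-Glo detection.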
# uPA generation = blocks generation of uPA at the cell surface; AID 540303; cell surface uPA generation assay, qHTS; 330,000 compounds, 0.31% hits; Potency, µM (doses to about 38.3 µM), without a hit: top-dose activity change, negative = inhibition, usual class: inhibitors; active = well fitted inhibition curve with a large enough effect; inconclusive = small, poorly fitted or top-dose-only effect; inactive = no such curve, though single readings can be large or run the other way; tested in mouse RAW 264.7 cells; also: potency is read from the fitted curve at half-maximal effect; % is scaled to controls: 0 for no effect and ±100 for the full control effect; nearly all actives have a fitted effect of over 55% in size
# p53 reactivation = restores transcriptional activity of mutant p53; H1299 p53-A138V BP100-luciferase reporter, luminescence, 24 h; Potency, µM (highest dose often 92.2 µM), inactives show at the top dose activity change, positive = activation, hits mostly activators; 320,000 compounds, 0.063% hits; also: potency is read from the fitted curve at half-maximal effect; % of control where 0% means no effect; nearly all actives have a fitted effect of over 45% in size
#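 p53-null H1299 cells stably carrying temperature-sensitive p53-A138V and a BP100-luciferase reporter were pinned with compounds (4-point, 1:5 series) and held 24 hrs at 37 deg C. Luminescence was read 10 min after detection reagent.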
# PTAP TSG101 blk = blocks PTAP/TSG101 interaction to inhibit HIV-1 budding; Q99816; Fluorescence polarization, FITC-PTAP peptide / Tsg101 binding; Potency, µM (series often up to 115 µM), without a hit: top-dose activity change, negative = inhibition, usual class: inhibitors; 340,000 tested, under 10 active; active = well fitted inhibition curve with a large enough effect in the main read-out, with a control signal flat, not every such curve was filed as active; inconclusive = small, poorly fitted or top-dose-only effect, or effect the other way, or a change in a side signal; inactive = no such curve, though single readings can be large or run the other way; also: potency is read from the fitted curve at half-maximal effect; % of control where 0% means no effect
#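 Fluorescence anisotropy tracks displacement of a FITC-tagged PTAP peptide (50 nM) from the Tsg101 binding domain (10 uM), following a 20 min room-temperature incubation at pH 7.5.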
# TRPV1 ag = agonists of human vanilloid receptor 1 (TRPV1); Q8NER1; TRPV1-expressing cells, Fluo-8 calcium influx, agonist mode; activation, % at 8.33 µM; 320,000 compounds, 0.19% hits; AID 540275; in the data active = activation above about 80%; inconclusive = between about 30% and that limit; also: 0% is about no effect
#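 TRPV1-expressing cells were cultured overnight at 35.5C and loaded with Fluo-8 calcium dye for 40 to 90 min at room temperature. After a 10 s baseline, compound was added and calcium influx was read kinetically for 3 min (ex 480/em 520 nm).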
# USP2a block = USP2a (human) protease inhibition. USP2 core, Ub-CHOP2 coupled fluorogenic reporter, 485/531. 330,000 compounds, 0.01% hits. Potency, µM (doses to about 38.3 µM), for the others: at the top dose activity change, negative = inhibition, hits mostly inhibitors. O75604;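 also: potency is read from the fitted curve at half-maximal effect; plate controls were DMSO wells for no effect and full inhibition by NEM control for full effect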
#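 Cell-free coupled assay: 10nM USP2 core preincubated 30min RT with compound in Tris-HCl pH 8.0/CaCl2/CHAPS buffer, then 25nM Ub-CHOP2 and 25nM reporter substrate; fluorescence (Ex 485/Em 531) read after 60min RT, normalized to NEM inhibition, concentration-response curves fitted.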
# Integrin act MD = activators of alpha7 integrin expression for muscular dystrophy; alpha7betagal myoblasts, beta-gal FDG fluorescence, 48 h; Potency, µM (highest dose often 38.3 µM), without a hit: top-dose activation, most hits filed as activators; 350,000 compounds, 0.064% hits; AID 624291;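 also: potency is read from the fitted curve at half-maximal effect; 100% = response of the positive control SU9516; nearly all actives have a fitted effect of over 60% in size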
#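 alpha7betagal+/- myoblasts (passage 13, 250/well) treated 48 h at 37C with compounds at 1:260 dilution of DMSO stock. Lysed, then beta-galactosidase activity read as FDG fluorescence (ex 480/em 540) after 30 min, with pre-read for autofluorescence.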
# B2AR arrestin = recruits beta-arrestin to the human beta2-adrenergic receptor | P07550 | beta-arrestin recruitment to beta2AR, cell-based reporter | Potency, µM (top dose mostly 46.1 µM), without a hit: at the top dose activation, usual class: activators | 330,000 compounds, 0.02% hits | AID 492947;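 also: potency is read from the fitted curve at half-maximal effect; 0% = DMSO controls and full agonism = EC100 isoproterenol or metaproterenol; nearly all actives have a fitted effect of over 65% in size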
# Target sequence (P07550 whole entry, looked up): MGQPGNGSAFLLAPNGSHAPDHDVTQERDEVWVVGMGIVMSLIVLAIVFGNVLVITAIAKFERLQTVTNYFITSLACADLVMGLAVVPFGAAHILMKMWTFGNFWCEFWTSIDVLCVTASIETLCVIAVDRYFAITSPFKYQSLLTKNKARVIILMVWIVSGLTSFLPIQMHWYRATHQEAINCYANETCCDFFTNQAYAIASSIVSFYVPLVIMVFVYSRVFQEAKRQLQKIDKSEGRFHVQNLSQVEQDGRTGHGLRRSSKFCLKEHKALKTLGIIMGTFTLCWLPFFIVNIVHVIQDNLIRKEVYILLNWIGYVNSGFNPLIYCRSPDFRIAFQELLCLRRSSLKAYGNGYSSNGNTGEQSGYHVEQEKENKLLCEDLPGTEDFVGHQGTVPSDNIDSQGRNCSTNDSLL
# Numbers without * were called inactive; ? = inconclusive; nt = no result given; [ ] = another dose, or the depositor's remark. Unless noted, calls follow the shape of the dose curve; as a rule, active = well fitted curve in the direction sought with a large enough effect; inconclusive = small, poorly fitted or top-dose-only effect, or another doubt; inactive = no such curve, though single readings can be large; an effect the other way counts as inactive or inconclusive.
cpd	Structure	BRCA1 expr act	ASM inhibitor	Eya2 phos inh	ELG1 genotox	uPA generation	p53 reactivation	PTAP TSG101 blk	TRPV1 ag	USP2a block	Integrin act MD	B2AR arrestin
1	CC(C)(C)NC(=S)N/N=C/c1cccnc1	-7%	-3%	0%	1%	0%	-4%	-1%	6	3%	12%	0.2%
2	CCC(=O)N1CCN(c2ccc(NC(=O)COc3ccccc3Cl)cc2)CC1	-45%	0%	-29%	-15%	nt	-6%	-12%	3	0%	1%[7.66 µM]	-0.1%
3	Cc1cc(Cl)ccc1OC(C)C(=O)NCCc1ccc2c(c1)OCCO2 (stereo not drawn)	-9%	-1%	-6%	-1%	-2%	3%	0%	26	-6%	10%	4.7%
4	CC(=O)c1ccc(N2CCC(C(=O)O)CC2)cc1	11%	0%	12%	-2%	-1%	-2%	-1%	0	2%	-15%	0.3%
5	O=C(NC12CC3CC(CC(C3)C1)C2)N1CCN(C2CCCCC2)CC1	6%	4%	3%	-2%	-15%	5%	-3%	17	2%	9%	0.1%
6	CCOCCCNCc1ccc(OC)c(OC)c1	0%	3%	9%	-2%	1%	-7%	-1%	-5	0%	19%	0.1%
7	O=c1ccsn1Cc1ccccc1	-18%	2%	4%	-4%	-8%	-30%[inhibitor]	-11%	24	2%	-48%[inhibitor]	0.1%
8	Cc1nc2c(C#N)c(-c3ccc(Cl)cc3)ccn2n1	0%	-1%	7%	3%	-9%	8%	-6%	-1	-1%	-11%	-0.8%
9	COc1ccc(CCNC2CC(=O)N(C3CCCCC3)C2=O)cc1OC (stereo not drawn)	-7%	4%	-6%	-1%	-3%	-1%	0%	22	1%	22%	-0.1%
10	Cc1ccc(SCCC(=O)N(C)CC(=O)Nc2c(C)cccc2C)cc1	-8%	1%	-10%	0%	5%	?	-4%	-3	0%	-2%	0.0%
11	NC(=O)C1CCN(C(=O)c2ccc3c(=O)n(Cc4cccc(Br)c4)c(=S)[nH]c3c2)CC1	-14%	-24%	1%	-4%	11%	-7%	-5%	1	-1%	?	0.3%
12	COc1ccc(OCC(=O)N2CCCC(CO)(CCOc3ccccc3)C2)cc1 (stereo not drawn)	-39%	-1%	3%	-8%	-16%	2%	-2%	29	3%	15%	0.2%
13	CCOC(=O)C1=C(C)N=c2s/c(=C/c3ccccc3)c(=O)n2C1c1ccc(OC)c(OC)c1 (stereo not drawn)	-21%	-4%	-2%	1%	0%	-5%	0%	-4	2%	2%	0.2%
14	O=[N+]([O-])c1cccc(-c2ccc(/C=N/Nc3nc(N4CCCCC4)nc(N4CCCCC4)n3)o2)c1	-42%	-29%	-5%	-7%	-3%	0%	-3%	-1	2%	30%	-0.6%
15	COc1ccccc1NS(=O)(=O)c1cc(NC(=O)COc2ccccc2)ccc1N1CCOCC1	-41%	-1%	1%	-2%	-1%	24%	1%	nt	-7%	25%	0.5%
16	Cc1ccc(NC(=O)CSc2ncccn2)cc1S(=O)(=O)N1CCCCC1	-16%	nt	-31%	-2%	0%	-2%	-2%	7	2%	30%	0.0%
17	COC(=O)c1ccc(-c2csc(NC(=O)C3=COCCO3)n2)cc1	42%	-17%	nt	nt	7%	nt	1%	nt	nt	0%	nt
18	CCCC(=O)Nc1sc(C(=O)Nc2cccc(N)c2)c(C)c1C(=O)OC	?	-2%	-5%	?	-6%	2%	-6%	2	5%	4%	-1.0%
19	N#Cc1ccccc1OCC(=O)NCCNC(=O)COc1ccccc1C#N	-8%	nt	-26%	-4%	16%	-8%	0%	-2	0%	0%	0.1%
20	COc1cc(OC)cc(-c2nnc(N(C)C(=O)c3ccncc3)s2)c1	26%	-2%	-5%	5%	-2%	-3%	-2%	5	0%	-13%	0.1%
21	CC(C)C1N=C2c3ccccc3N=C(SCC#N)N2C1=O (stereo not drawn)	-22%	39%	5%	-3%	-5%	-1%	-5%	-2	-1%	-5%	0.2%
22	COc1ccccc1NC(=O)C1CCN(c2ncnc3c2nc2n3CCCCC2)CC1	-1%	-1%	-4%	0%[9.26 µM]	0%	0%	-6%	-2	1%	22%	-1.7%
23	O=C(CN1CCN(C(=O)C2CC2)CC1)Nc1ccc(Cl)cc1F	-2%	-1%	10%	-1%	-2%	2%	-1%	-3	2%	-4%	-0.2%
24	O=C1c2cccc3cccc(c23)C(=O)N1CCCc1n[nH]c(=S)n1-c1ccccc1	0%	-3%	-15%	1%	0%	6%	1%	0	0%	-5%	0.0%
25	COc1cc(S(=O)(=O)NCC2COCCO2)ccc1-n1cnnn1 (stereo not drawn)	-5%	-1%	-5%	-1%	6%	-3%	-7%	2	-1%	13%	-0.8%
26	CCC(C(=O)NC(C)(C)C)N(Cc1ccc(F)cc1)C(=O)c1snc(C(N)=O)c1N (stereo not drawn)	-11%	207%[activator]	-4%	-3%	5%	?	-8%	4	0%	1%	-1.8%
27	Cc1cc(/C=N\NC(=O)CC(=O)NC2CCCCC2)c(C)n1-c1cccc(Cl)c1Cl	-2%	-9%	0%	0%	-3%	-1%	5%	0	0%	23%	9.2%
28	Brc1ccc(-c2noc3c2-c2nc(C4CCCCC4)sc2CC3)cc1	0%	-12%	nt	nt	0%	nt	-10%	nt	nt	16%	nt
29	COc1ccc2nc(SCC(=O)NC3CCCC3)c(C)cc2c1	-18%	-9%	-21%	0%	-6%	5%	-1%	19	1%	-2%	-0.1%
30	Cc1nn(Cc2cccc(C(=O)N3CCCC(C)C3)c2)c(C)c1[N+](=O)[O-] (stereo not drawn)	-28%	-1%	7%	-1%	1%	-1%	0%	-1	-1%	-13%	3.6%
31	COc1cc(C(=O)Nc2ccc3nc4n(c(=O)c3c2)CCCCC4)cc(OC)c1OC	-5%	1%	-3%	-5%	-18%	-7%	-2%	1	3%	-40%	0.4%
32	O=C(NCC(O)c1ccccc1)Nc1cccs1 (stereo not drawn)	99%	2%	-2%	12%	0%	?	-1%	-1	3%	21%	0.2%
33	CC(C)c1nc(SCC(=O)NC2CCCC2)c2ccccc2n1	-32%	-5%	-2%	-6%	-1%	4%	-1%	8	0%	-18%	-0.3%
34	Cc1ccc(NCc2ccccc2O)c(C)c1	16%	-2%	6%	21%	-3%	9%	-4%	2	3%	-2%	-0.1%
35	CC(=O)N1CCOc2ccc(S(=O)(=O)NCCc3cccc(C)c3)cc21	0%	-1%	0%	-4%	5%	0%	0%	4	2%	-21%	0.0%
36	CCCCCc1c(C)nc(SCC(=O)O)[nH]c1=O	31%	2%	6%	-2%	0%	4%	2%	2	2%	-3%	-0.5%
37	Cc1c2ccccc2nc2c(F)c(NCCO)c(F)c(F)c12	50%	-4%	2%	?	-6%	?	?	10	?	-29%	-0.4%
38	NC(=O)NC(CC(=O)NNC(=O)c1cccs1)c1ccc(Cl)cc1 (stereo not drawn)	-12%	2%	-1%	0%	2%	-6%	0%	nt	2%	11%	-0.3%
39	COc1ccc(NC(=O)c2c(-c3c(Cl)cccc3Cl)noc2C)c(OC)c1	-54%	-3%	1%	-5%	-1%	-9%	0%	15	-2%	1%	-0.5%
40	C=C1C(=O)O[C@H]2[C@H]1[C@H](OC(=O)/C(C)=C\C)C[C@]1(CO1)[C@@H]1[C@H](OC(C)=O)C=C(C)[C@]21O	0%	-2%	nt	nt	-9%	nt	-7%	nt	nt	-45%[inhibitor]	nt
41	Cc1ccc(S(=O)(=O)N2CCOCC2)cc1NC(=O)COc1cccc(Oc2ccccc2)c1	-46%	-11%	9%	-29%	-26%	-2%	-5%	3	2%	-30%	0.1%
42	CCc1ccc(NC(=O)Nc2cccc(OC)c2)cc1	?	1%	-9%	?	-5%	7%	-3%	?	8%	0%	-0.1%
43	COc1ccc(C2(CNC(=O)c3ccc(OC)c([N+](=O)[O-])c3)CCOCC2)cc1OC	0%	0%	14%	5%	1%	0%	-4%	-2	2%	10%	-0.2%
44	CN1C(=O)N(C)C2C1NC(=O)N2C (stereo not drawn)	1%	0%	-1%	0%	12%	-7%	1%	0	0%	15%	-0.3%
45	COc1cccc(/C=N/NC(=O)c2cnn(-c3ccccc3)c2N)c1	?	-1%	-3%	-2%	-16%	7%	0%	3	2%	0%	-0.6%
46	O=S(=O)(/N=C(\c1ccccc1F)N1CCCCC1)c1ccccc1	2%	1%	2%	-1%	2%	-2%	-1%	2	1%	-7%	-0.6%
